CHT PAM – allosteric activators of human choline transporter CHT. Q9GZV3. CHT-expressing cells, membrane potential dye, choline EC20; hits give high values; LV-AA mutant CHT in HEK293 cells. B-score at 10 µM. actives 0.49% (n = 310,000). AID 488977;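 active = initial fluorescence not abnormally high and integrated response B-score, plate-corrected, over 3 SD above library mean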
Target sequence (Q9GZV3 whole entry, looked up): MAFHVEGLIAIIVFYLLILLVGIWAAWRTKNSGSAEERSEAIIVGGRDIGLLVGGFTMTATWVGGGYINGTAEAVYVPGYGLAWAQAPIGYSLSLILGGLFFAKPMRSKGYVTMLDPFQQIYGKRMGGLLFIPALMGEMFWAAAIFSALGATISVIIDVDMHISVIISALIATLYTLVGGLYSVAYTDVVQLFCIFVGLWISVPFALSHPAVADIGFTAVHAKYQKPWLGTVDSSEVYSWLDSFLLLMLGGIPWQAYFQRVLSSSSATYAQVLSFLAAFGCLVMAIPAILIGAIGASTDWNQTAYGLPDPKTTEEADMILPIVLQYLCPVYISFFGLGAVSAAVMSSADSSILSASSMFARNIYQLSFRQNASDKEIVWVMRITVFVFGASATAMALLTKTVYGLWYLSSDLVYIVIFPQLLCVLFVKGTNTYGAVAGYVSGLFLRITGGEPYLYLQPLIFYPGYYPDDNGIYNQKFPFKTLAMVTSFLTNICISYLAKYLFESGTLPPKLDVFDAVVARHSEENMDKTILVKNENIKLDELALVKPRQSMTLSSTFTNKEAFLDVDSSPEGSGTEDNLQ
CHT block – inhibitors of human choline transporter CHT. Q9GZV3. actives 0.86% (n = 310,000). CHT-expressing cells, membrane potential dye, choline response; hits give low values. B-score at 10 µM. AID 488975;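 active = B-score over 3 SD under the library average, and starting fluorescence ratio not unusually high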;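 note: choline stimulus applied at its EC90 after an EC20 pre-addition; B-score computed on integrated fluorescence ratio after choline addition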
Calls only; i = inactive. Random draw from the library, and some 1.5% of all compounds hit somewhere here.

SMILES | CHT PAM | CHT block
CCOCCc1c(O)nc(SCCOc2ccc(C)c(C)c2)[nH]c1=O | i | i
Cc1ccc(OCc2cc(C(=O)N(C)CC3CCOCC3)no2)cc1C | i | i
Cc1ccccc1N1C(N)=NC(N)=NC1(C)C | i | i
COc1cc(CCC(=O)OCc2nnc(-c3ccccc3)o2)cc(OC)c1OC | i | i
COc1cc(CC(=O)Nc2ncc(C)s2)cc(OC)c1OC | i | i
O=C(CCn1nc(-c2ccc(F)cc2)ccc1=O)NCc1ccccc1 | i | i
CCOc1ccc(CNCc2cccnc2)cc1 | i | i
CCCc1nnc(NC(=O)COC(=O)c2cc(C)nc3ccccc23)s1 | i | i
O=C(NCCc1ccccc1)c1ccc2c(c1)OCCO2 | i | i
COc1cccc(CNC(=O)C2CCN(S(=O)(=O)c3cnc[nH]3)CC2)c1 | i | i
O=S(=O)(/C=C/c1ccccc1)NCc1ccccc1Cl | i | i
CC1Cc2ccccc2N1C(=O)CO/N=C/c1ccc(OC(F)F)cc1 (stereo not given) | i | i
CC(C)C(=O)NC(Nc1cccc2cccnc12)C(Cl)(Cl)Cl (stereo not given) | i | i
CC(C)CC1CCCCC1OC(=O)CN1CCCCC1 (stereo not given) | i | i
CC(=O)c1cccc(NC(=O)C2COc3ccccc3O2)c1 (stereo not given) | i | i

Continuation.
SMILES | CHT PAM | CHT block
CCn1c(O)c(N=NC(=O)CNc2ccc(C)cc2)c2ccccc21 | i | i
O=C(CCC(=O)N1CCOc2ccc(Cl)cc21)NCCN1CCOCC1 | i | i
CCCn1c(SCC(=O)N2CCCCC2)nnc1C(C)C | i | i
Cc1ccc(Cn2nnnc2CN2CCC(O)(c3ccccc3F)CC2)cc1 | i | i
CCc1c(C2(O)CCCCC2)[nH]c2ccc(C#N)cc12 | i | i
CCOC(=O)C(C)Sc1nc(-c2ccccc2)nc2ccc(F)cc12 (stereo not given) | i | i
N#Cc1ccc(/C=N/NC(=O)c2cccc(S(=O)(=O)N3CCOCC3)c2)cc1 | i | i
CCc1nnc(NS(=O)(=O)c2ccc(NS(=O)(=O)c3ccccc3)cc2)s1 | i | i
CCN(CC)S(=O)(=O)c1ccc(F)c(C(=O)OC2CC(C)OC2=O)c1 (stereo not given) | i | i
Cc1nnc(SCC(=O)N2CCCc3ccccc32)[nH]c1=O | i | i
CCCCCCOC(=O)Cc1c(C)nc(N)[nH]c1=O | i | i
Cc1ccc(S(=O)(=O)c2nnn3c2nc(N2CCC(C(N)=O)CC2)c2ccccc23)cc1C | i | i
COc1ccc(S(N)(=O)=O)cc1C(=O)N(C)CC(=O)Nc1ccc(N2CCOCC2)cc1 | i | i
COCC(=O)N(CCc1ccc(OC)c(OC)c1)Cc1cc2cc(C)ccc2nc1Cl | i | i
O=C(CSc1nnc(SCc2cccc3ccccc23)s1)N/N=C/C=C/c1ccccc1[N+](=O)[O-] | i | i

The listing continues:
SMILES | CHT PAM | CHT block
CCOC(=O)C1=C(C)NC(=O)NC1c1cccc(OC)c1OCc1ccccc1Cl (stereo not given) | i | i
O=C(Nc1ccc(Cl)cn1)Nc1ccccc1F | i | i
COc1ccc2c(c1OC)C(=O)OC2Nc1ccc(S(=O)(=O)N=C(N)N)cc1 (stereo not given) | i | i
COC(=O)C1=C2SC(C)C(=O)N2C(N)=C(C#N)C1c1cc(OC)c(OC)c(OC)c1 (stereo not given) | i | i
CSCCC1NC(=O)N(CC(=O)N2N=C(c3ccc(Cl)cc3)CC2c2ccco2)C1=O (stereo not given) | i | i
O=C(O)c1ccc(NC(=O)c2cn(-c3ccccc3)nc2-c2cccc(Cl)c2)cc1 | i | i
COCCN1CCN(C(=O)c2cc(COc3cc(C)ccc3C)on2)CC1 | i | i
O=C(CSCC(=O)Nc1ccccc1)N/N=C/c1c(O)ccc2ccccc12 | i | i
O=C(CCc1nnc2ccc(N3CCC4(CC3)OCCO4)nn12)Nc1ccc(F)cc1 | i | i
CCc1ccc(C(=O)Nc2ccc(OC)c(S(=O)(=O)N3CCOCC3)c2)cc1 | i | i
COc1ccc(C(Nc2cc(C)ccn2)c2ccc3ccc(C)nc3c2O)cc1 (stereo not given) | i | i
O=C(O)c1cc(S(=O)(=O)Nc2ccc(OCc3ccccc3)cc2)ccc1Br | i | i
CC(C)(C)C(=O)N/C(N)=N/c1nc2ccccc2o1 | i | i
Fc1ccccc1/C=C/c1ccc2ccccc2n1 | i | i
O=C1Nc2ccccc2/C1=C/C(=O)c1cccs1 | i | i

Part of the list above, reformatted:
> O=C(CCc1nnc2ccc(N3CCC4(CC3)OCCO4)nn12)Nc1ccc(F)cc1
  CHT PAM: i; CHT block: i
> CCc1ccc(C(=O)Nc2ccc(OC)c(S(=O)(=O)N3CCOCC3)c2)cc1
  CHT PAM: i; CHT block: i
> COc1ccc(C(Nc2cc(C)ccn2)c2ccc3ccc(C)nc3c2O)cc1 (stereo not given)
  CHT PAM: i; CHT block: i
> O=C(O)c1cc(S(=O)(=O)Nc2ccc(OCc3ccccc3)cc2)ccc1Br
  CHT PAM: i; CHT block: i

Carrying on.
compound	CHT PAM	CHT block
CCCC(C)n1[nH]c(=O)cc1N (stereo not given)	i	i
CCOC(=O)N1CCN(S(=O)(=O)c2ccc([N+](=O)[O-])cc2)CC1	i	i
Cc1ccc(C)c(N(CC(=O)NC2CCCC2)C(=O)c2oc(C(C)(C)C)cc2C)c1	i	i
COc1cc2c(cc1OC)CN(C(=O)COc1ccccc1[N+](=O)[O-])CC2	i	i
CCc1n[nH]c(=O)c2cc3cc(OC)ccc3n12	i	i
CC(Sc1nc2c([nH]c3ccccc32)c(=O)n1C)c1ccccc1 (stereo not given)	i	i
COc1cc(CC(=O)N(C)CC(=O)Nc2ccc(Cl)c(C(F)(F)F)c2)cc(OC)c1OC	i	i
Cc1ccc(C(=O)COc2cccc(NC(=O)c3ccco3)c2)cc1	i	i
CCOc1ccc(CCNS(=O)(=O)c2cn(C)cn2)cc1OCC	i	i
CC(=O)c1ccc(S(=O)(=O)N2CCC(Oc3ccc(-n4cnnn4)cc3)CC2)cc1	i	i
COc1ccc(C(=O)CN2C(=O)c3ccccc3S2(=O)=O)cc1Br	i	i
COc1cccc(NC(=O)C2CCN(c3ncccn3)CC2)c1	i	i
Cc1cnc(NC(=O)CN2C(=O)C3CC=CCC3C2=O)s1 (stereo not given)	i	i
Nc1ncnc2nc(SCCc3ccccc3)[nH]c12	i	i
Cc1nn(CC(=O)NCCN2CCOCC2)c(=O)c2ccccc12	i	i

(next part)
compound	CHT PAM	CHT block
Cc1ccsc1/C=N\NC(=O)c1ccc2c(c1)OCO2	i	i
Cc1n[nH]c(C)c1S(=O)(=O)N1CCC(C(=O)N2CCn3c2nc2ccccc23)CC1	i	i
N#CCCn1cc(/C=C/C(=O)O)c(-c2ccc(F)cc2)n1	i	i
CC1(C)Cc2c(cnn2-c2ccc(F)cc2)C(NC(=O)c2cnccn2)C1 (stereo not given)	i	i
O=C(NCc1ccccc1)c1ccc(OCC2CCCO2)cc1 (stereo not given)	i	i
C=CCC(CC=C)(C(=O)O)c1ccccc1	i	i
Cn1c(=O)c(C(=O)NNC(=O)c2ccccc2Br)c(O)c2ccccc21	i	i
Cc1ccc(NC(=O)CN(c2ccc(C)cc2)S(=O)(=O)c2cccc3nonc23)cc1	i	i
O=C(CN(Cc1ccccc1)S(=O)(=O)c1ccc(Cl)cc1)NCC1CCCO1 (stereo not given)	i	i
CCN1CCCC1CNCc1cccc(OC)c1OCc1ccc(F)cc1 (stereo not given)	i	i
CCOC(=O)Cc1csc(NC(=O)COc2ccc3ccccc3c2)n1	i	i
Cc1ccccc1N1CCN(C(=O)c2ccc(Oc3ccc(C(F)(F)F)cn3)cc2)CC1	i	i
CCOC(=O)CSc1nnc2n1C(C)(C)Cc1ccccc1-2	i	i
NC(=O)c1cc(Cl)cn(-c2ccccc2)c1=O	i	i
O=C(COC(=O)Cc1n[nH]c(=O)c2ccccc12)Nc1c(Cl)cccc1C(F)(F)F	i	i

An excerpt of these results, with each value named:
O=C(NCc1ccccc1)c1ccc(OCC2CCCO2)cc1 (stereo not given)
- CHT PAM = i
- CHT block = i
Cc1ccsc1/C=N\NC(=O)c1ccc2c(c1)OCO2
- CHT PAM = i
- CHT block = i
Cn1c(=O)c(C(=O)NNC(=O)c2ccccc2Br)c(O)c2ccccc21
- CHT PAM = i
- CHT block = i
CC1(C)Cc2c(cnn2-c2ccc(F)cc2)C(NC(=O)c2cnccn2)C1 (stereo not given)
- CHT PAM = i
- CHT block = i

Continuation:
compound	CHT PAM	CHT block
CC(C)CN(C(=O)Cn1c(C(F)(F)F)nc2ccccc21)C1CCS(=O)(=O)C1 (stereo not given)	i	i
O=C(CSc1nnc(-c2ccc(F)cc2)o1)NC1CCCCC1	i	i
Cc1ccc(N2C(=O)CC(N3CCN(c4ccc(F)cc4)CC3)C2=O)c(C)c1 (stereo not given)	i	i
Cc1cccc2sc(N(CCN(C)C)C(=O)C3CCN(S(=O)(=O)c4cccs4)CC3)nc12	i	i
Cc1ccc(-c2noc(-c3ccccc3C(=O)N3CCOCC3)n2)cc1	i	i
C#CCNC(=O)C1=C[C@H](C2CCCCC2)[C@@H](CCCO)[C@H](OCC)O1	i	i
CC1CCN(c2ccc3nnc(CCC(=O)NC(C)C)n3n2)CC1	i	i
c1ccc(CSc2ccc(-c3cccs3)nn2)cc1	i	i
O=C(/C=C/c1ccc(Cl)cc1)N(Cc1ccccc1)c1ccccn1	i	i
O=C(NC(Cc1ccccc1)C(=O)N1CCCCC1)c1ccccc1 (stereo not given)	i	i
O=C(COC(=O)CNC(=O)c1ccccc1)Nc1ccc(Cl)cc1C(F)(F)F	i	i
Cc1ccc(Cl)cc1N1C(=O)CC(C)(C)CC1=O	i	i
COC(=O)c1ccc(C2OCC(C)(C)CO2)cc1	i	i
CCCCN(CC)CCNC(=O)c1cc2c(-c3ccccc3F)nn(C)c2s1	i	i
CSc1nc2ccc(NS(=O)(=O)c3ccc(Br)s3)cc2s1	i	i

Going on with the list:
compound	CHT PAM	CHT block
CSc1ccc(CNC(=O)C2CCC(=O)N(Cc3cccc(F)c3)C2)cc1 (stereo not given)	i	i
COc1ccc(CC(=O)NCCCCc2ccccc2)cc1OC	i	i
CCc1cc(CNC(=O)CC2C(=O)NCCN2Cc2ccccc2C(F)(F)F)on1 (stereo not given)	i	i
CCn1cc(CN2CCC(C(=O)Nc3cccc(-c4cccc(Cl)c4)c3)CC2)cn1	i	i
Cc1nn(C(=O)c2cccnc2)c(C)c1Sc1ccccc1	i	i
Cc1cccc2cc(CN(Cc3nnnn3C3CCCC3)C3CCCCC3)c(=O)[nH]c12	i	i
COc1ccccc1N1CCN(C2CC(=O)N(c3cccc(Br)c3)C2=O)CC1 (stereo not given)	i	i
COC(=O)/C=C/c1ccccc1S(=O)(=O)N(Cc1ccccc1)Cc1ccco1	i	i
Cc1cc(C)n(CCN(C)Cc2cn[nH]c2-c2ccc(F)cc2F)n1	i	i
c1cc2nncn2nc1N1CCCC1	i	i
Cc1ccc(SCCN2CCN(CCc3ccccc3)CCC2=O)cc1	i	i
C/C(=N\NC(=O)CN1CCOCC1)C(C)(C)C	i	i
CN(C(=O)COC(=O)c1cc([N+](=O)[O-])ccc1Cl)c1ccccc1	i	i
COc1cc(OC)cc(C(=O)NCCOc2ccccc2)c1	i	i
O=C(O)c1ccccc1C(=O)N1CC=C(c2ccccc2)CC1	i	i

Other records:
compound	CHT PAM	CHT block
COC/C=C/C1=CC2=CC(=O)C(C)(OC(=O)c3cnc4ccccc4n3)C(=O)C2=CN1CCCCO (stereo not given)	i	i
O=c1c2cc([N+](=O)[O-])cc([N+](=O)[O-])c2[nH]n1-c1ccccc1	i	i
Cc1cccc(N/C(N)=N/c2nc(C)c(Cc3ccccc3)c(=O)[nH]2)c1	i	i
COc1cc(/C=N/N(C)C)ccc1OC(=O)c1ccco1	i	i
O=S(=O)(Nc1cc(Cl)ccn1)c1ccc(Cl)cc1	i	i
CS(=O)(=O)Nc1cccc(C2=NN(C(=O)CCC(=O)O)C(c3cccs3)C2)c1 (stereo not given)	i	i
CCOC(=O)/C(C#N)=C/Nc1ccccc1NS(=O)(=O)c1ccc(C)c(C)c1	i	i
CCOC(=O)CNC(=O)CSc1nc(Cc2cccs2)nc2ccccc12	i	i
Cc1cc(C)cc(NC(=O)CCC(=O)Nc2nnc(C(F)(F)F)s2)c1	i	i
CC1Cc2ccccc2N1C(=O)CSc1nccc(=O)[nH]1 (stereo not given)	i	i
CC(Nc1ccc(Br)cc1)C(=O)N/N=C/c1ccccc1OCc1ccccc1 (stereo not given)	i	i
Cc1ccc(C(=O)NCC(=O)NCC(=O)OCC(=O)c2ccc(Br)cc2)cc1	i	i
CC(=O)Oc1ccc(C(=O)Cc2ccc3ccccc3n2)c(O)c1C	i	i
CCOC(=O)c1cnc(SCC(=O)Nc2sc(C)c(C)c2C#N)nc1N	i	i
CN1/C(=C\C(=O)c2ccccc2Cl)c2ccccc2CC1(C)C	i	i

Next section
compound	CHT PAM	CHT block
COC(=O)c1ccc(CSc2ncnc3c2nnn3-c2ccc(F)cc2)o1	i	i
O=c1c2cn[nH]c2[nH]c(=S)n1-c1cccc2ccccc12	i	i
C#CCOCCOCCOCCNc1nc(N2CCN(C(=O)Cn3cc(CCCCN)nn3)CC2)nc(N2CCN(C(=O)[C@H](CCCCN)n3cc(CCC(=O)O)nn3)CC2)n1	i	i
CCOC(=O)c1ccc(NC(=O)CCc2ccc(C)o2)cc1	i	i
CN(C)C(=O)/C(=C\c1ccncc1)NC(=O)c1ccccc1	i	i
CCN(CC)c1ccc(/C=C(\C#N)c2ccccn2)cc1	i	i
